NPY2 pot ag = potentiates or activates human NPY-Y2 receptor. P49146. AID 1359. activation, % at 3.6 µM. cells expressing NPY-Y2, potentiator/agonist read-out. 220,000 tested, 0.45% active; in the data active = activation above about 27%;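 also: cells stimulated with NPY near EC25 plus isoproterenol at EC100; 0% = vehicle plus submaximal agonist and 100% = vehicle plus saturating agonist; some results beyond the cut were filed as inactive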
NPY-Y1 antag = NPY-Y1 (human) receptor antagonism; HEK293-CNG Y1 cells, membrane potential fluorescence; NPY at EC95, then isoproterenol; 200,000 tested, 1% active; inhibition, % at 3.6 µM; AID 1040;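 active = inhibition above the campaign mean inhibition of all tested compounds plus 3 SD, cut at about 20% in these data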;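 also: 0% = DMSO wells given NPY plus isoproterenol and 100% = isoproterenol alone without NPY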
Target sequence (P25929 whole entry, looked up): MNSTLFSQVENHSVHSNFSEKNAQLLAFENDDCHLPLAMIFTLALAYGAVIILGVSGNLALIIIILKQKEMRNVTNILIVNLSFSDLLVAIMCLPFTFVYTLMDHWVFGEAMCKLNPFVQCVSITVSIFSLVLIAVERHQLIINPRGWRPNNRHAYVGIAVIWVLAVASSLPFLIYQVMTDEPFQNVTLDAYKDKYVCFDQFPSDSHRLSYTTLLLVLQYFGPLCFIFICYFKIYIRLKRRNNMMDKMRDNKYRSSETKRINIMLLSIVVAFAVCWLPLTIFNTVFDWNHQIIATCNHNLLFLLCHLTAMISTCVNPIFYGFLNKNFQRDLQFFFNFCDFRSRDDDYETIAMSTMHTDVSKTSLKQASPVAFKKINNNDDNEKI
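Assay system: HEK293 Y1/CNG channel cell line; Doses: single compound dose of 3.6 µM, 0.4% DMSO; Timing: dye 3 h, compound 60 min room temperature, stimulation 45 min; Technique: Membrane-potential fluorescent dye readout; Measure: % inhibition of NPY effect.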
S1P4 antag = human S1P4 receptor antagonism; inhibition, % at 4.98 µM; O95977; S1P4-expressing cells, antagonist mode, reporter read-out; 220,000 tested, 0.26% active; AID 1510; in the data active = inhibition above about 29%;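 also: 0% = wells stimulated with agonist and 100% = vehicle wells without agonist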
Target sequence (O95977 whole entry, looked up): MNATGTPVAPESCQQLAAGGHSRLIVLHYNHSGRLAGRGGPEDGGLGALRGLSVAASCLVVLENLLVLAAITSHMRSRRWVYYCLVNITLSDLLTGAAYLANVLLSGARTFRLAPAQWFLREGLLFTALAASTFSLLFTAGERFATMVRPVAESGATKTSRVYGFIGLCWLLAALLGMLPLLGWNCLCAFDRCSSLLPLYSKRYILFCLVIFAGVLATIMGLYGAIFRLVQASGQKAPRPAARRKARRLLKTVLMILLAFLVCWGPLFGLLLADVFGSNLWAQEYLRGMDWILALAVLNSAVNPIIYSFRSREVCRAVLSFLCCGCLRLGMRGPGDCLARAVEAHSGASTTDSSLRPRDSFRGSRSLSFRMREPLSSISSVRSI
p97 inhibitor = blocks human p97 ATPase activity; 220,000 tested, 0.42% active; recombinant p97 ATPase, Kinase-Glo ATP luminescence, 3 h; inhibition, % at 8 µM; P55072; AID 1481; in the data active = inhibition above about 15%;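 also: 0% = DMSO vehicle and 100% = wells lacking enzyme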
EP2 mod = EP2 receptor (human) modulation | induction, % at 25 µM | AID 940 | 260,000 tested, 0.83% active | EP2-expressing cells, cAMP HTRF FRET, PGE2 co-stimulation;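 active = compounds whose cAMP rise, as percent of the full-agonist control response, exceeds 60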;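 also: rat C6 glioma line stably carrying human EP2 under a CMV promoter; the protocol text gives 20 µM as final concentration; 100% = response of wells given 1 µM PGE2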
NPY-Y1 PAM-ag = human NPY-Y1 potentiation or agonism, primary screen; P25929; NPY-Y1 expressing cells, potentiator/agonist activation; activation, % at 3.6 µM; 220,000 tested, 0.37% active; in the data active = activation above about 33%, passing the limit was not always enough;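 also: cells stimulated with NPY at EC10 then isoproterenol at EC100; 0% = low agonist plus stimulus and 100% = saturating agonist plus stimulus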
S1P4 agonist = activates the human S1P4 receptor | O95977 | S1P4-expressing cell line, agonist reporter assay | activation, % at 4.98 µM | 220,000 tested, 0.35% active | AID 1509; in the data active = activation above about 11%;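 also: 0% = DMSO vehicle and 100% = reference agonist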
EP2 antag = inhibitors of human EP2 prostaglandin E2 receptor | inhibition, % at 25 µM | 260,000 tested, 0.52% active | P43116 | C6 glioma cells expressing human EP2, cAMP TR-FRET; cells stimulated with saturating PGE2;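 active = percent inhibition above 40 after rounding to a whole number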;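 also: rat C6 glioma host cells with rolipram phosphodiesterase inhibitor present; the protocol text gives 20 µM as final concentration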
eIF4E-4G inh = blocks eIF4E binding to eIF4G; 220,000 tested, 0.37% active; P63073+Q04637; inhibition, % at 21.7 µM; TR-FRET eIF4E-eIF4GI(517-606) binding, 2 h;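 active = inhibition above about 30%, limit read from the data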;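 also: 0% = full FRET control wells and 100% = background wells lacking eIF4GI fragment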
An asterisk follows results filed as active; . = not tested or not shown; & = joins results of further samples; [ ] = remark or other dose. This is a subset, so the mix of outcomes need not match the whole.

SMILES | NPY2 pot ag | NPY-Y1 antag | S1P4 antag | p97 inhibitor | EP2 mod | NPY-Y1 PAM-ag | S1P4 agonist | EP2 antag | eIF4E-4G inh
CC(=O)Nc1sc(N/N=C\c2cccc(Cl)c2)nc1-c1cccs1 | 10 | -1 | -10 | 9 | 15 | 13 | 1.1 | 9 | -4
Cc1cc(S(=O)(=O)n2cnc3ccccc32)c(C)cc1Cl | -22 | 12 | -6 | -3 | 4 | -19 | 1.6 | 14 | 0[fluorescence artefact?]
O=C(O)CCC(=O)Nc1ccccc1Oc1ccccc1 | -5 | -2 | -7 | 2 | -11 | 2 | -0.8 | 7 | 6
Cc1[nH]c2ccc(-c3nnc(SCC(=O)c4ccccc4F)o3)cc2c1C | -3 | -4 | 2 | -3 | -23 | -5 | 0.1 | 6 | 0
Cc1c(CN2CCCC(C)C2)c(O)n(CCO)c(=O)c1C#N (stereo unspecified) | 0 | 7 | -5 | -1 | 21&-8 | 0 | -1.5 | 5&6 | -2
CC1Cc2ccccc2N1CC(=O)NC(=O)NC(C)(C)C (stereo unspecified) | -13 | 0 | -8 | -1 | 20 | 18 | -0.7 | 5 | 2
CCOc1ccccc1N(C(=O)Cn1nnnc1-c1ccc(C)o1)C(CC)C(=O)NC(C)(C)C (stereo unspecified) | 4 | 1 | -30 | 3 | 27 | 14 | -0.7 | -1 | 0
O=C(O)C(Cc1c[nH]c2ccccc12)NS(=O)(=O)c1cccc2nsnc12 (stereo unspecified) | 1 | 3 | 0 | 3 | 8 | -32 | 3.7 | 5 | -1
O=C(CSc1ncccc1C(=O)O)c1cccc(C(F)(F)F)c1 | -13 | 6 | -7 | -2 | 29 | -9 | 0.8 | 8 | 0
COC(=O)c1cnn(C(=O)c2cc(OC)ccc2Br)c1N | 0 | -3 | -10 | 3 | 20 | 4 | -2.4 | 9 | 3

Reprinted at random: 2 compounds from above, in no set order.
SMILES | NPY2 pot ag | NPY-Y1 antag | S1P4 antag | p97 inhibitor | EP2 mod | NPY-Y1 PAM-ag | S1P4 agonist | EP2 antag | eIF4E-4G inh
Cc1[nH]c2ccc(-c3nnc(SCC(=O)c4ccccc4F)o3)cc2c1C | -3 | -4 | 2 | -3 | -23 | -5 | 0.1 | 6 | 0
CCOc1ccccc1N(C(=O)Cn1nnnc1-c1ccc(C)o1)C(CC)C(=O)NC(C)(C)C (stereo unspecified) | 4 | 1 | -30 | 3 | 27 | 14 | -0.7 | -1 | 0

Carrying on.
SMILES | NPY2 pot ag | NPY-Y1 antag | S1P4 antag | p97 inhibitor | EP2 mod | NPY-Y1 PAM-ag | S1P4 agonist | EP2 antag | eIF4E-4G inh
CSc1nc(N)nc(SCC(=O)C23CC4CC(CC(C4)C2)C3)c1C#N | -1 | 19 | -13 | 3 | -11 | -55 | -1.5 | 6 | -1
COc1ccc2c(c1)/C(=N/N1C(=O)c3ccccc3C1=O)C(=O)N2 | -2 | 0 | -2 | 2 | 3 | -5 | -0.3 | 11 | 1
COc1cccc(OC)c1C(=O)Nc1ccc2c3c(cccc13)CC2 | 3 | 5 | -11 | -7 | -9 | 18 | -0.4 | 20 | 3
COc1ccccc1-n1cnc2cc(C(=O)NCC3CCCO3)ccc21 (stereo unspecified) | 0 | 2 | 1 | 0 | -7 | 9 | -0.9 | 10 | 2
COc1cc(OC)c(C2C(C(=O)N3CCOCC3)=C(C)NC3=C2C(=O)CC(C)(C)C3)cc1OC (stereo unspecified) | 3 | 0 | -6 | 2 | -11 | 5 | 2.0 | 11 | 8
COc1ccc(Cl)cc1Nc1nc(N)nc(C(F)(F)F)n1 | -3 | -2 | -8 | 7 | 7 | -19 | -0.2 | 1 | 2
COc1ccc(-c2nn(-c3ccccc3)cc2/C=C2/SC(=S)N(Cc3ccco3)C2=O)c(C)c1 | -2 | 2 | -5 | 4 | 18 | 21 | -0.2 | 10 | 3
CCOC(=O)NC(c1ccc(C(C)C)cc1)C(Cl)(Cl)Cl (stereo unspecified) | -6 | -3 | -11 | 0 | 24 | -19 | 0.2 | -1 | 22
O=C(Nc1ccc2ccccc2c1)c1ccc(NS(=O)(=O)c2ccc(Br)s2)cc1 | 5 | -5 | -14 | 3 | -84 | 30 | 0.2 | 7 | 9
CCC(CC)NCc1ccc(OC)cc1OC | 12 | 0 | 0 | 3 | -1 | 4 | -0.5 | 3 | -3

Full records from above. Order of values: NPY2 pot ag | NPY-Y1 antag | S1P4 antag | p97 inhibitor | EP2 mod | NPY-Y1 PAM-ag | S1P4 agonist | EP2 antag | eIF4E-4G inh
Record of O=C(Nc1ccc2ccccc2c1)c1ccc(NS(=O)(=O)c2ccc(Br)s2)cc1 = 5 | -5 | -14 | 3 | -84 | 30 | 0.2 | 7 | 9
Record of COc1ccc2c(c1)/C(=N/N1C(=O)c3ccccc3C1=O)C(=O)N2 = -2 | 0 | -2 | 2 | 3 | -5 | -0.3 | 11 | 1
Record of CCC(CC)NCc1ccc(OC)cc1OC = 12 | 0 | 0 | 3 | -1 | 4 | -0.5 | 3 | -3

(further entries)
SMILES | NPY2 pot ag | NPY-Y1 antag | S1P4 antag | p97 inhibitor | EP2 mod | NPY-Y1 PAM-ag | S1P4 agonist | EP2 antag | eIF4E-4G inh
O=C(Nc1ccccc1C(=O)N1CCOCC1)c1cccc(S(=O)(=O)N2CCCC2)c1 | 2 | 6 | -4 | 6 | 15 | 3 | 1.9 | 12 | 1
COc1ccccc1C(=O)N=C1NC(=O)CC2C(=O)NCCN12 (stereo unspecified) | 0 | 7 | -9 | 3 | 3&23 | -1 | -0.4 | 14&6 | 2
Cc1ccc(NC(=O)COC(=O)c2cccc3c(=O)c(C)c(-c4ccccc4)oc23)cc1 | -5 | 10 | 5 | 2 | 5 | -35 | 2.2 | 5 | -4
CCOC(=O)CC1C(=O)NCCN1c1nc2c(C)cccn2c(=O)c1/C=C1\SC(=S)N(CC(C)C)C1=O (stereo unspecified) | 10 | . | -2 | 2 | -15 | 32 | 0.2 | 13 | 2
Cc1cccc(-c2cc3nc(C)c(C)c(NCCCn4ccnc4)n3n2)c1 | -19 | . | -23 | -5 | -24&-26 | -10 | 4.5 | 9&4 | -10
Cc1ccc(-c2nnc(SCC(=O)N3CCCC3)o2)cc1 | 0 | 7 | 2 | -5 | 26 | 12 | 2.1 | 15 | 0[fluorescence artefact?]
COc1ccc(NC(=O)Cn2nnc(-c3ccccc3NS(=O)(=O)c3ccc(OC)cc3)n2)cc1 | 21 | 0 | -39 | 4 | -27 | -23 | 1.1 | 3 | 9
Cc1ccc(NC(=O)c2noc3c2CCCCC3)cc1C | -5 | 8 | -15 | 0 | 11 | 49* | 0.5 | . | 3
c1ccc(Nc2nc3ccccc3o2)cc1 | -1 | -6 | -1 | -4 | -21 | 4 | 1.2 | 8 | 1
N#Cc1c(N)n[nH]c1CCCN | 26 | -4 | -2 | 3 | 2 | 16 | 0.8 | 4 | 10[fluorescence artefact?]
Cc1ccc(NC(=O)c2ccc3nc[nH]c3c2)c(O)c1 | 5 | -5 | -12 | 7 | -19 | -21 | 0.7 | 2 | 1
Cn1cccc1/C=N/NC(=O)CSc1nc2ccccc2[nH]1 | 4 | . | 6 | 1 | -44 | -1 | -0.2 | 3 | -2
CCCC(=O)N1CCN(c2ccc(NC(=O)c3sc4ccccc4c3Cl)cc2)CC1 | 0 | -1 | -3 | 1 | 22 | 3 | -2.4 | 31 | -2
CCc1nc(SCc2ccc(C(=O)OC)o2)c2c(=O)n(C)c(=O)n(C)c2n1 | -7 | 5 | -12 | 1 | 22 | -10 | -1.0 | 10 | 0
Fc1ccc(NC(=S)NNc2ncc(C(F)(F)F)cc2Cl)c(F)c1 | 1 | 13 | 8 | -1 | -40 | 8 | -2.6 | 3 | -6
Cc1csc(NC(=O)c2cc(C)oc2C)n1 | -12 | 1 | -17 | -1 | -11 | -14 | 1.2 | . | 3
Cc1c(Cl)cccc1NC(=O)C1NC(=O)CC1c1ccccc1 (stereo unspecified) | -20 | 2 | -3 | -2 | -2 | -10 | 2.3 | 5 | 3
Cc1nn(Cc2ccc(C(=O)Nc3ccc(C(=O)OC(C)C)cc3)o2)c(C)c1Cl | -16 | 3 | -2 | -2 | -6 | -25 | 0.8 | 23 | 3
O=C(CSc1cn(Cc2cccc(F)c2)c2ccccc12)NCc1ccc(F)cc1 | 7 | 2 | 3 | 2 | 33 | -7 | 3.1 | 9 | 6
CCN(CC)CCNC(=O)Cn1ncc2ccccc2c1=O | -1 | . | 4 | 3 | 21 | 21 | 1.0 | 8 | -10

In the list so far, these have a thiophene ring, fused or not.
SMILES | NPY2 pot ag | NPY-Y1 antag | S1P4 antag | p97 inhibitor | EP2 mod | NPY-Y1 PAM-ag | S1P4 agonist | EP2 antag | eIF4E-4G inh
CC(=O)Nc1sc(N/N=C\c2cccc(Cl)c2)nc1-c1cccs1 | 10 | -1 | -10 | 9 | 15 | 13 | 1.1 | 9 | -4
O=C(Nc1ccc2ccccc2c1)c1ccc(NS(=O)(=O)c2ccc(Br)s2)cc1 | 5 | -5 | -14 | 3 | -84 | 30 | 0.2 | 7 | 9
CCCC(=O)N1CCN(c2ccc(NC(=O)c3sc4ccccc4c3Cl)cc2)CC1 | 0 | -1 | -3 | 1 | 22 | 3 | -2.4 | 31 | -2

More compounds
SMILES | NPY2 pot ag | NPY-Y1 antag | S1P4 antag | p97 inhibitor | EP2 mod | NPY-Y1 PAM-ag | S1P4 agonist | EP2 antag | eIF4E-4G inh
O=C1c2ccccc2-c2cccc(C(=O)N3CCCCC3)c21 | 9 | . | 7 | 4 | -11 | 13 | 1.1 | 10 | 2
Cc1cccc(NCc2nc(SCC(N)=O)n[nH]2)c1 | -2 | -1 | 3 | -5 | 34 | -2 | 0.1 | 5 | -1
CNC(=S)Nc1ccc(C)cc1 | 9 | -2 | -4 | 3 | 27 | 0 | -0.4 | 10 | 0
O=C(Nc1ccc(N2CCOCC2)nc1)c1ccccc1Cl | -17 | . | 2 | 6 | 11 | 19 | -0.4 | 18 | 1
Cc1cccc(NS(=O)(=O)c2ccc(C3CCCCC3)cc2)c1 | 19 | -1 | -4 | -2 | 19 | 20 | -1.1 | 4 | -1
Cc1cccc2cc(/C=C3\N=C(c4ccccc4)OC3=O)c(N3CCOCC3)nc12 | -10 | 9 | -12 | -3 | 47 | -4 | 0.2 | . | -3
COc1cc(/C=N/NC(=O)CNc2n[nH]c(=O)[nH]c2=O)ccc1OCc1ccccc1 | -7 | . | -16 | 4 | -1 | 9 | 2.6 | 19 | -6
CCCCCn1c(S(=O)(=O)O)nc2ccccc21 | -12 | 6 | -12 | -3 | 41 | -8 | 1.9 | 5 | 5[fluorescence artefact?]
O=c1/c(=C\c2cc([N+](=O)[O-])cc([N+](=O)[O-])c2O)sc2nc3ccccc3n12 | -2 | -4 | -3 | 7 | -43 | -12 | 2.4 | 6 | 30*
CCc1cc(OCCCCNCc2ccccc2)ccc1Cl | 2 | 11 | 3 | 1 | 8 | 0 | 0.3 | 10 | -5
O=C(O)C1=C[C@@H](c2csc3ccccc23)C[C@@H](OCCCCO)O1 | -28 | 2 | 9 | 2 | 27 | 22 | -3.0 | 8 | 3
CCC/C(=N/NC(=O)c1ccc2c(c1)OCO2)c1cccs1 | 7 | 1 | -20 | 4 | 35 | -12 | 0.8 | 10 | 5
CCOC(=O)C1(Cc2cccc(OC)c2)CCN(Cc2cccc(O)c2)CC1 | -9 | 9 | -7 | -5 | -4 | -5 | 1.4 | 4 | -3
Cc1ccc2c(c1)NC(=O)C(CC(=O)NCCCN1CCN(c3cc(Cl)ccc3C)CC1)O2 (stereo unspecified) | 15 | 6 | -12 | 3 | -64 | -2 | -0.1 | 10 | 0

High-throughput results as filed in PubChem.
